# Glyco luc inh: blocks N-linked glycosylation in D54 reporter cells; D54 ERlucT glycosylation luciferase reporter, 24 h; percent of 100 nM tunicamycin response; reporter increase, % at 12.5 µM; actives 0.23% (n = 360,000);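 active means mean luciferase reporter signal, scaled so untreated is 0 and the glycosylation-blocking control 100, at or above a set limit in every replicate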;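 further: luciferase carries N-glycosylation sites so blocking glycosylation raises the light; 0% = median of neutral control wells and 100% = median of 100 nM tunicamycin wells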
# ABHD5 PLIN5 PPI: ABHD5-PLIN5 protein interaction inhibition | Q00G26+Q8WTS1 | Split G. princeps luciferase complementation, luminescence, 4 h | inhibition, % at 4 µM | actives 0.78% (n = 360,000);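 active means inhibition above the mean inhibition across every tested compound plus 3 SD, cut at about 22% in these data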;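 further: 0% = DMSO only wells and the 100% control is not disclosed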
# HTR2A ag: agonists of mouse serotonin 5-HT2A receptor (HTR2A). activation, % at 7.6 µM. actives 0.66% (n = 360,000). P35363. CHO-K1 mHTR2A beta-arrestin complementation, luminescence; percent of 30 µM serotonin response;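 active means activation above a run cutoff, the mean activation of all tested compounds plus 3 SD, cut at about 14% in these data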;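 further: 0% = plate median of compound wells and 100% = 30 µM serotonin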
# TLR9-MyD88 inh: TLR9-MyD88 interaction inhibition | actives 0.21% (n = 340,000) | CHO BLA complementation TLR9-MyD88, CCF4 FRET ratio | inhibition, % at 4.98 µM | AID 504734;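 active means inhibition above the mean over all tested compounds plus 3 SD, cut at about 21% in these data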;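 further: 0% = DMSO only wells and 100% = clavulanate BLA inhibitor control wells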
# NOD2 RIPK2 PPI: NOD2-RIPK2 protein interaction inhibition; CHO BLA complementation NOD2-RIPK2, CCF4 ratio; inhibition, % at 4.98 µM; actives 0.38% (n = 360,000); AID 624267; in the data active means inhibition above about 21%;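 further: 0% = vehicle only and 100% = reference blocker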
# NCOA2 inhibitor: inhibits human steroid receptor coactivator 2; HEK293 GAL4-SRC2 luciferase reporter, luminescence; inhibition, % at 9 µM; actives 0.17% (n = 370,000); Q15596;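 active means inhibition above the mean inhibition of all tested compounds plus 3 SD, set per campaign, cut at about 52% in these data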;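 further: 0% = DMSO treated cells and 100% = cells given Gossypol at 36 µM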
# MC4R barr agon: human MC4R agonism via beta-arrestin. actives 0.98% (n = 360,000). activation, % at 8.9 µM. P32245. U2OS MC4R beta-arrestin complementation, luminescence; percent of melanotan II response, DMSO zero;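 active means activation above a per-plate cutoff, the mean activation of sample wells on that plate plus 3 SD, cut at about 8% in these data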
# ABCB6 inh 2: inhibitors of human ABC transporter ABCB6. Q9NP58. K562-ABCB6 porphyrin accumulation, flow cytometry, 1 h; stronger effect = lower value. fluorescence ratio to DMSO, % at 10 µM. actives 0.19% (n = 360,000). AID 602162;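 active means fluorescence ratio to DMSO below 75%, the collection mean minus 3 SD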;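 further: signal is porphyrin accumulated inside mitochondria; 100% equals median channel fluorescence of DMSO control wells; lower ratio means ABCB6 inhibition with less porphyrin fluorescence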
# MC4R antag cAMP: human MC4R antagonism in cAMP assay. actives 0.48% (n = 360,000). inhibition, % at 6.5 µM. AID 540295. P32245. MC4R-expressing cells, MTII-stimulated cAMP, LANCE TR-FRET;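 active means inhibition above its plate's cutoff, the mean of tested wells on that plate plus 3 SD, cut at about 29% in these data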;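 further: 0% = Melanotan II alone and 100% = Melanotan II plus saturating MCL0020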
#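 system = U2OS cells with stable human MC4R expression | also added = Melanotan II challenge after compound preincubation | dosing = one concentration, 6.5 µM nominal | incubation = compound 30 min, challenge 1 h, detection 1 h | measured by = TR-FRET with Eu-cAMP and labeled anti-cAMP, 671 nm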
# H9c2 protect: myocardial damage modulation in H9c2 cells; H9c2 cardiomyocytes, H2O2 injury protection, ATPLite, 2 h; protection from H2O2 cell death, % at 20 µM; actives 0.63% (n = 360,000); AID 588492;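 active means compounds giving at least 50% protection of heart cells from peroxide-induced death in the single-dose screen, raw or plate-pattern-corrected value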;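 further: 0% = DMSO wells with peroxide and 100% = DMSO wells without peroxide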
# * marks the source's active call; other numbers are inactive results; / = no result given. These rows are one share of the data. The share of hits here may be higher or lower than overall.
SMILES,Glyco luc inh,ABHD5 PLIN5 PPI,HTR2A ag,TLR9-MyD88 inh,NOD2 RIPK2 PPI,NCOA2 inhibitor,MC4R barr agon,ABCB6 inh 2,MC4R antag cAMP,H9c2 protect
Cn1c(N)c(C(=O)CSc2nn(-c3ccc(F)cc3)c(=S)s2)c(=O)n(C)c1=O,-4,-3,-3,5,-8,-8,-2.9,85,6,-17
COc1ccc(Cl)cc1C(=O)NNC(=O)c1cccnc1,2,1,-1,-2,-14,-14,-0.5,98,-6,-1
CC1Cc2ccccc2N1C(=O)CSC1=NCCS1 (configuration not stated),0,-11,-1,3,-5,-15,0.9,100,26,1
COC(=O)c1ccccc1NC(=S)N(Cc1ccc2c(c1)OCO2)Cc1cc2cc(OC)ccc2[nH]c1=O,-10,-10,-3,0,-6,-15,0.5,96,11,13
CN(C(=O)COC(=O)c1n[nH]c(=O)c2ccccc12)c1ccccc1,1,3,0,-4,2,8,-0.7,107,-3,43
Cc1cc(C)c2nc3sc(C(=O)N4CCOCC4)c(N)c3cc2c1,-14,-9,-4,3,16,20,0.4,107,-25,-11
CCOc1nc(Nc2ccc([N+](=O)[O-])cc2)nc(NC(C)(C)C)n1,-1,-5,-4,-4,2,-1,-1.6,106,4,-5
CCOC(=O)N1CCN(C(=O)CSC2=NS(=O)(=O)c3ccccc3N2)CC1,-1,3,-2,-6,-2,1,-2.5,102,13,-3
CCN(CC(=O)NCc1ccc(Cl)cc1)C(=O)Cc1ccccc1[N+](=O)[O-],2,-3,2,10,-11,11,-3.5,97,1,3
O=c1ccc(N=Nc2ccccc2)ccc1O,2,5,10,11,-4,3,-3.6,93,-1,47
CC(C)c1ccc(NC2(C#N)C(=O)Nc3ccccc32)cc1 (configuration not stated),4,-11,-1,5,-2,-36,-1.2,94,-9,-6
COc1ccccc1S(=O)(=O)Cc1ccc(C(=O)NC2CCCCCC2)o1,-4,-1,-3,-10,2,-17,-1.2,98,4,-2
O=C(CSc1nc(=O)n(CCCN2CCOCC2)c2c1CCC2)Nc1ccc(F)cc1,-2,2,1,-2,-14,22,-3.8,99,5,-11
N#CCC(=O)Nc1ccc(C(=O)OCC(=O)N=c2sccn2Cc2ccccc2Cl)cc1,-1,7,-1,0,-6,2,-3.5,93,2,-10
CCCc1cc(=O)[nH]c(SCC(=O)N(CC(C)C)C2CCS(=O)(=O)C2)n1 (configuration not stated),1,-1,-2,1,-14,-16,0.3,100,8,11
COc1ccc(C(=O)c2cccc(C(=O)c3ccc(OC)c(C)c3)c2)cc1C,-2,0,0,-6,2,2,-1.4,97,-3,-6
CCN(CC)S(=O)(=O)c1ccc(C)c(NC(=S)NNC(=O)C2CC2)c1,1,-1,-3,3,-12,5,-2.1,99,-4,-1
Cc1cc2[nH]c(=O)c(=O)[nH]c2cc1S(=O)(=O)Nc1cccc(F)c1,-1,-5,3,-5,-3,0,-2.6,101,10,-3
NS(=O)(=O)c1cccc(NC(=O)CN2CCCc3ccccc32)c1,0,4,3,0,-2,-3,-0.4,99,0,1
O=C1N=C(N2CCc3ccccc3C2)S/C1=C\c1ccc(O)cc1,1,7,-8,-2,-12,-35,-0.4,104,-24,8
Cc1oc(-c2cccs2)nc1CNC[C@H]1O[C@@H](n2cnc3c(N)ncnc32)[C@H](O)[C@@H]1O,0,8,4,-9,-3,-5,-0.1,100,15,-1
CC(C)(C)CN1CCC(n2nccc2NC(=O)c2ccccc2Cl)CC1,1,-3,-13,-14,-8,-28,-2.4,107,7,-3
C/C(=N\Nc1ccc(S(=O)(=O)N2CCCCC2)cn1)c1ccc(O)cc1,-1,0,0,-3,-10,0,-2.7,89,-19,-14
C/C(=N/Nc1ccccc1C(=O)O)c1cccs1,2,0,0,-5,3,-52,-0.2,97,4,2
Cc1noc(C)c1COc1ccc(C(=O)OCC(=O)N2CC(=O)Nc3ccccc32)cc1,0,10,8,-16,-17,3,2.2,103,-3,2

# Later entries.
SMILES,Glyco luc inh,ABHD5 PLIN5 PPI,HTR2A ag,TLR9-MyD88 inh,NOD2 RIPK2 PPI,NCOA2 inhibitor,MC4R barr agon,ABCB6 inh 2,MC4R antag cAMP,H9c2 protect
COC(=O)C[C@H]1C=C[C@@H](NC(=O)Nc2cccc(OC)c2)[C@@H](CO)O1,/,4,-2,/,9,-19,/,/,/,/
CCCCNS(=O)(=O)c1ccc2nc(-c3cccnc3)cc(C(=O)NCCOC)c2c1,7,12,2,10,5,-3,2.0,92,3,15
Cc1cc(-c2nnnn2-c2ccc(C(F)(F)F)cc2)no1,1,2,-2,7,-7,-3,2.1,99,10,1
CN=C1c2cc3c(Br)c(OC)ccc3n2CCN1C,-3,0,-6,14,2,-14,-0.8,98,8,-6
CCN1CCCC1CNC(=O)Cn1nc(C)n2c(cc3cc(F)ccc32)c1=O (configuration not stated),0,5,-3,2,-8,-42,-0.6,99,2,4
CC(C)Cn1c(-c2csc(C(C)C)c2)n[nH]c1=S,-1,-4,1,/,-7,6,1.0,115,23,4
CCCCN1CC(=O)N2[C@H]3c4cc(C)ccc4OC[C@@H]3[C@H](C(=O)OCC)[C@]2(C)C1=O,0,3,1,3,-6,13,-1.2,97,5,4
C=CCn1c(COc2ccccc2)nnc1SC(C)C(=O)N/N=C/c1cc(Cl)ccc1O (configuration not stated),-6,-3,-5,-11,11,13,2.5,99,13,67*
C/C=C/C(=O)Nc1ccccc1Br,1,-3,1,-2,-4,-12,-0.3,96,2,3
CCc1ccccc1NC1c2ccccc2C(=O)N1Cc1ccco1 (configuration not stated),-2,-4,-9,-4,9,-22,3.8,101,7,4
CCOC(=O)N1CCN(CCC(=O)Nc2cccc(Cl)c2C)CC1,-2,-7,-4,-6,5,23,-0.8,112,-1,0
CCCn1c(SCC(=O)Nc2ccc(NC(=O)CC)cc2)nc2c1c(=O)n(C)c(=O)n2C,1,-3,4,-6,-14,19,-1.7,102,1,-2
O=C(Nc1cccc(Cl)c1)C1C2C=CC3(O2)C1C(=O)N(CCCN1CCCCC1)C3C(=O)NC1CCCCC1 (configuration not stated),-1,-5,2,2,-6,-14,-1.1,96,1,-1
O=C(CNS(=O)(=O)c1ccc(Br)cc1)Nc1ccc2c(c1)OCCO2,0,1,-2,-15,5,21,2.5,99,-1,-2
CN1CCN(S(=O)(=O)c2cccc(S(=O)(=O)c3ccc(Cl)c(Cl)c3)c2)CC1,1,7,-4,-2,-3,5,-0.6,102,5,-9
O=C(c1ccco1)N1CCN(S(=O)(=O)c2ccc(Cl)cc2)CC1,-3,0,4,3,7,19,-2.6,103,4,5
COc1ccccc1-n1cnnc1SC(C)C(=O)NCC1CCCO1 (configuration not stated),-1,-3,-8,3,-3,-3,-0.9,96,5,1
CN=c1sc(C(=O)Nc2cccc(Cl)c2)cc(=O)n1C,31*,2,6,0,-4,-1,-0.1,103,8,-2
CCOC(=O)C(=O)NN=C(c1ccccc1)c1ccccc1,0,-9,-7,5,-11,-27,0.2,99,0,-1
COc1ccc(CN(C)C(=O)c2ccncc2)c(OC)c1,3,1,1,-8,5,-13,-4.2,96,6,6
CCCCc1ccc(-c2csc(/C(C#N)=C\c3ccco3)n2)cc1,3,2,3,7,7,2,0.7,102,8,-5
CC1CC(C)CN(c2nc(N(C)c3ccccc3)nc(N)c2[N+](=O)[O-])C1 (configuration not stated),-2,-4,0,0,5,10,6.3,100,11,-6
Cc1ccc(C(CC(=O)N2CCOCC2)c2ccco2)cc1 (configuration not stated),-1,6,6,10,-8,12,0.5,102,0,-1
CCOC(=O)C(CC)Sc1ccc2nnc(-c3cccnc3)n2n1 (configuration not stated),4,-8,-1,8,-10,12,-2.4,100,-9,-2
CC(=O)c1ccc(N2CCN(C(=O)C3CCCN(c4ncnc5c4nc4n5CCCCC4)C3)CC2)cc1 (configuration not stated),3,6,-1,-6,3,21,-0.6,100,1,55*

# The list goes on:
SMILES,Glyco luc inh,ABHD5 PLIN5 PPI,HTR2A ag,TLR9-MyD88 inh,NOD2 RIPK2 PPI,NCOA2 inhibitor,MC4R barr agon,ABCB6 inh 2,MC4R antag cAMP,H9c2 protect
CN(C)N1C(N)=C(C#N)C(c2ccc(Br)cc2)C2=C1CC(C)(C)CC2=O (configuration not stated),4,6,4,-4,-3,10,-0.9,97,14,4
CCOc1ccc(NC(=O)CN(C)S(=O)(=O)c2cccs2)cc1,-3,1,3,-5,-4,-7,-1.3,99,3,-2
CC(=O)n1nc(-c2ccc(C)cc2)nc1NCc1ccc(F)cc1,4,-1,3,1,0,-30,0.7,97,1,-3
COc1ccc(N2CC(C(=O)OCC(=O)c3cccc(OC)c3)CC2=O)cc1 (configuration not stated),0,-2,-2,6,-1,-7,-0.9,97,-7,4
O=S(=O)(CCS(=O)(=O)c1ccccc1)c1ccccc1,-8,-7,-6,-1,-3,1,-2.6,86,11,2
Cc1cccc(N2CCN(C(=O)c3ccc(CS(=O)Cc4ccc(Cl)cc4)o3)CC2)c1C (configuration not stated),-3,-6,-7,-7,-8,-5,-0.3,87,2,2
N#CC1(c2ccccc2)CCC(NCCc2ccccc2)CC1 (configuration not stated),0,-1,-11,-12,-9,7,2.6,95,5,2
COC(=O)c1sccc1NC(=O)CN(C)NS(=O)(=O)c1ccc(F)cc1,/,1,-1,-5,-4,-6,-1.5,103,-8,17
CSc1sc(C(=O)NCC2CC2)cc1S(=O)(=O)C(C)C,4,2,3,5,-5,-37,-2.8,101,5,-4
CSc1nsc(NC(=O)OCc2ccc(Cl)cc2)n1,4,0,-4,-10,7,5,-1.7,100,-3,-8
Cc1nc(C(F)(F)F)ccc1C(=O)N1CCCC(C)(C(=O)O)C1 (configuration not stated),1,0,1,/,-18,5,-0.1,105,2,-1
COc1ccc(CCC(=O)NCc2ccccc2OC)cc1,-2,-4,-12,-21,-9,-15,0.4,85,14,-4
Cc1nc(NC(=O)/C=C/c2ccccc2)sc1C(=O)N(C)C,3,1,1,-2,-5,-26,-1.3,99,1,-3
CC(=O)c1cn(CC(=O)NCC2CCCO2)c2ccccc12 (configuration not stated),0,-4,2,-14,2,-3,-1.4,92,1,8
Cc1ccc(C)c(NC(=O)C2C3C=CC(O3)C2C(=O)O)c1 (configuration not stated),2,8,8,-7,-6,3,-1.0,92,0,10
NC(=O)c1cc(C(N)=O)nc(Cl)n1,1,0,-2,-14,-3,12,1.6,101,6,-1
O=C(CCCc1ccccc1)Nc1ccccc1[N+](=O)[O-],-1,-2,-3,8,3,-28,-0.9,97,7,-8
O=C1N/C(=N/N=C/c2ccco2)SC1Cc1ccccc1 (configuration not stated),1,-3,2,-8,-4,-5,-1.9,100,7,-6
Cc1ccc(C)c(NC(=O)CCCCCCCCCCC2COCCO2)c1 (configuration not stated),-3,2,0,0,-10,16,1.9,99,-1,-3

# High-throughput results as filed in PubChem.
